# EPAC2 antag = antagonists of human EPAC2; EPAC2 GEF exchange of Rap1B-BODIPY-GDP, fluorescence; Potency, µM (top dose mostly 114 µM), for the others: at the top dose activity, negative = inhibition, actives largely listed as inhibitors; 360,000 tested, 0.18% active; AID 720708; also: % is scaled to controls: 0 for no effect and ±100 for the full control effect; nearly all actives have a fitted effect of over 45% in size; many of its hits are not listed in these tables
# aSyn rescue = rescues yeast growth from alpha-synuclein toxicity; Yeast expressing alpha-synuclein, growth rescue, BacTiter-Glo, 24 h; Potency, µM (highest dose often 46.1 µM), inactives show top-dose growth rescue (activation), hits mostly activators; 370,000 tested, 0.14% active; AID 652106; also: % of control where 0% means no effect; nearly all actives have a fitted effect of over 65% in size
#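 Galactose-induced alpha-syn yeast (OD600=0.02, raffinose-pregrown) + pinned cpd, 24 hr, 30 deg C; growth by BacTiter-Glo luminescence. Growth restoration scores as activation.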
# EPAC1 agonist = EPAC1 (human) agonism; O95398; EPAC1 agonist qHTS, biochemical assay; response scale: 100% = response to 6.5 mM cAMP; Potency, µM (top dose mostly 154 µM), inactives show at the top dose activation, actives largely listed as activators; 360,000 tested, 0.073% active; AID 720707; also: nearly all actives have a fitted effect of over 60% in size
#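 Compounds were pinned as a concentration titration into mixtures of EPAC1 (100 nM), BODIPY-GDP-loaded Rap1B (250 nM) and GDP (50 uM). After 5 min at room temperature, fluorescence was followed for 30 min; activity was scaled to 6.5 mM cAMP.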
# EPAC1 antag = EPAC1 (human) antagonism | O95398 | 360,000 tested, 0.14% active | Potency, µM (titrated, usually from 115 µM), without a hit: top-dose activity change, negative = inhibition, hits mostly inhibitors | EPAC1 GEF assay, Rap1b-BODIPY-GDP exchange fluorescence;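 also: plate controls were vehicle for no effect and positive control for full effect; nearly all actives have a fitted effect of over 50% in size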
# EPAC2 ag = EPAC2 (human) agonism | Q8WZA2 | EPAC2 activation, biochemical qHTS; response scale: 100% = 6.5 mM cAMP response | Potency, µM (series often up to 154 µM), for inactives: at the top dose activation, actives largely listed as activators | 360,000 tested, 0.079% active | AID 720711; also: nearly all actives have a fitted effect of over 50% in size
#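 Nucleotide exchange monitored as fluorescence drop when BODIPY-GDP leaves Rap1B. Reaction: 100 nM EPAC2, 250 nM RAP1B-BODIPY-GDP, 50 uM GDP, room temperature, kinetic read over 30 min. Activity expressed relative to 6.5 mM cAMP.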
# FUS yeast rescue = rescues growth of FUS-expressing yeast; S. cerevisiae FUS-expressing, growth rescue, OD600, 24 h; Potency, µM (doses to about 76.6 µM), inactives show at the highest dose growth rescue (activation), actives largely listed as activators; 390,000 tested, 0.24% active; AID 1347120;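 also: plate controls were DMSO vehicle for no effect and reference control for full effect; nearly all actives have a fitted effect of over 55% in size; some results filed as inactive show a strong effect at the top dose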
#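 Yeast FUS proteinopathy model; galactose-induced FUS (2%), starting OD 0.005. Cpds in dilution series, 24hr, 30C, 99% humidity. Abs 600 nm growth. Pos ctrl CP55940 (top 92uM final); neg ctrl DMSO.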
# TDP-43 yeast inh = rescues yeast growth from TDP-43 toxicity | TDP-43 expressing yeast growth rescue, BacTiter-Glo, 24 h | AID 652104 | Potency, µM (top dose mostly 46.1 µM), for the others: at the highest dose growth rescue (activation), hits mostly activators | 410,000 tested, 1.8% active; also: % of control where 0% means no effect; nearly all actives have a fitted effect of over 50% in size
#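 Yeast expressing TDP-43 (pregrown in raffinose, seeded at OD600=0.02 in galactose medium) exposed to compounds 24 hr at 30 deg C. Growth read by BacTiter-Glo luminescence; rescue of toxicity appears as increased signal.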
# PTHR1 ag = activates the human parathyroid hormone receptor PTHR1 | HEK293 GP2 PTHR1 cells, GloSensor cAMP luminescence, 1 h | Potency, µM (highest dose often 115 µM), for inactives: at the highest dose activation, usual class: activators | 410,000 tested, 0.075% active | AID 743266; also: nearly all actives have a fitted effect of over 55% in size; some results filed as inactive show a strong effect at the top dose; inactives centre near -15; many of its hits are not listed in these tables
# Target sequence (Q03431 whole entry, looked up): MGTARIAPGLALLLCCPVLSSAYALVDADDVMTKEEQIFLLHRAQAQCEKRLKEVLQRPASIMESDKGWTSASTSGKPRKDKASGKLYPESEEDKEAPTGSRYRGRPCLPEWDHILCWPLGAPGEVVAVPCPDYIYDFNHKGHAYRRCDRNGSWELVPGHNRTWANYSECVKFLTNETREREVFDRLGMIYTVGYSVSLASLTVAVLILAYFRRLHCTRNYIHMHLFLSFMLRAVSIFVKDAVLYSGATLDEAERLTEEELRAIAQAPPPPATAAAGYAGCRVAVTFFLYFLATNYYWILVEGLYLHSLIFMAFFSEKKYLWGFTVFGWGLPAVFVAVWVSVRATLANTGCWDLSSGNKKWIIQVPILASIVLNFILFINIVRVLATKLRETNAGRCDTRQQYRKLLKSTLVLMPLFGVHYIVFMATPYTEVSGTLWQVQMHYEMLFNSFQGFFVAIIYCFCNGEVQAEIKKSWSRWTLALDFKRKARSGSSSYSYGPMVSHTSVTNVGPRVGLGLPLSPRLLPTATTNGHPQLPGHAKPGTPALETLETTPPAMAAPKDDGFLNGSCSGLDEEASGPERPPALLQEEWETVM
#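 HEK-293-derived GP2 cells expressing PTHR1 and a GloSensor cAMP reporter, 3,000/well, plated overnight, given luciferin plus IBMX (each 0.5 mM as added) for 1 h at 37 °C, then compound for 1 h at 37 °C. Luminescence was read after 15 min at room temperature.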
# * = called active by the depositor; i = inactive; ? = inconclusive; nt = not tested or not shown; [ ] = remark or other dose. Calls follow the shape of the dose curve; as a rule, active = well fitted curve in the direction sought with a large enough effect; inconclusive = small, poorly fitted or top-dose-only effect, or another doubt; inactive = no such curve, though single readings can be large; an effect the other way counts as inactive or inconclusive. Potency is read from the fitted curve at half-maximal effect. These rows are one share of the data (hit frequency here may not be typical).
# The first three entries, to show the layout:
# Results follow in this order: EPAC2 antag	aSyn rescue	EPAC1 agonist	EPAC1 antag	EPAC2 ag	FUS yeast rescue	TDP-43 yeast inh	PTHR1 ag
1	CCOC(=O)CC1C(=O)NCCN1S(=O)(=O)c1ccc(NC(C)=O)cc1 (centres undefined)
    0.1%	-2.8%	-5.1%	4.3%	4.7%	8.9%	-2.7%	?
2	O=C(NCC(=O)N1CCN(S(=O)(=O)c2ccccc2F)CC1)c1ccc2ccccc2c1
    8.6%	5.1%	-8.4%	-7.1%	9.2%	14.9%	-8.0%	-13.8%
3	FC(F)(F)c1nnc2c(Sc3ccccc3)nc3ccc(Cl)cc3n12
    6.2%[57.1 µM]	1.9%	4.1%	-3.4%	-14.4%	6.2%	15.2%	-11.3%[57.5 µM]

# Main list, repeating the preview:
# Results follow in this order: EPAC2 antag	aSyn rescue	EPAC1 agonist	EPAC1 antag	EPAC2 ag	FUS yeast rescue	TDP-43 yeast inh	PTHR1 ag
1	CCOC(=O)CC1C(=O)NCCN1S(=O)(=O)c1ccc(NC(C)=O)cc1 (centres undefined)
    0.1%	-2.8%	-5.1%	4.3%	4.7%	8.9%	-2.7%	?
2	O=C(NCC(=O)N1CCN(S(=O)(=O)c2ccccc2F)CC1)c1ccc2ccccc2c1
    8.6%	5.1%	-8.4%	-7.1%	9.2%	14.9%	-8.0%	-13.8%
3	FC(F)(F)c1nnc2c(Sc3ccccc3)nc3ccc(Cl)cc3n12
    6.2%[57.1 µM]	1.9%	4.1%	-3.4%	-14.4%	6.2%	15.2%	-11.3%[57.5 µM]
4	C/C(CCC12CC3CC(CC(C3)C1)C2)=N\NC(N)=S
    8.7%	-17.5%	0.2%	14.6%	-0.1%	-4.8%	18.9%	i
5	CC1(C)Cc2c(cnn2-c2ccc(F)cc2)C(NC(=O)c2ccoc2)C1 (centres undefined)
    -5.8%	0.3%	5.2%	-20.0%	-0.5%	18.6%	15.7%	i
6	COc1ccc(C(=O)Oc2ccc[nH]c2=O)cc1
    -8.0%	4.8%	1.3%	-21.8%	0.1%	-9.2%	3.0%	i
7	COc1ccccc1-c1csc(C(O)c2ccc(F)c(F)c2)n1 (centres undefined)
    -10.1%	?	-10.4%	-24.0%	10.2%	27.7%	?	8.2%
8	CSc1ccccc1NC(=O)CN(C)CC(=O)Nc1c(F)cccc1F
    8.4%	1.1%	4.5%	-18.6%	0.4%	nt	20.0%	-20.6%
9	C#CC[N+](C)(C)CC#Cc1ccc(C)cc1
    0.4%	-3.9%	3.6%	12.9%	8.1%	-15.7%	8.0%	-15.5%
10	COc1ccc(CC(=O)N(CCC2=CCCCC2)c2c(N)n(Cc3ccccc3)c(=O)[nH]c2=O)cc1OC
    15.4%	-1.8%	-3.5%	7.1%	-3.5%	-4.0%	-9.7%	i
11	COCC(C)NC(=O)c1cc(S(=O)(=O)N2CCCCC2)ccc1N1CCOCC1 (centres undefined)
    0.1%	-12.7%	-3.4%	-4.4%	-0.9%	16.2%	-3.8%	i
12	CCOc1ccc(/C=N/NC(=O)CNC(=O)c2ccc(S(=O)(=O)N3CCOCC3)cc2)cc1
    -18.9%	-1.1%	-7.8%	-13.2%	-3.5%	2.8%	-11.2%[0.397 µM]	i
13	CCN(CC(=O)Nc1c(F)cccc1F)C(=O)CCSc1ccc(C)cc1
    -11.0%	2.6%	0.3%	8.5%	3.4%	15.2%	-19.6%	-10.6%
14	Cc1nn(Cc2noc(C(=O)NC(C)c3ccccc3)n2)c(C)c1Br (centres undefined)
    nt	0.8%	nt	nt	nt	19.2%	?	i
15	O=C(CN1c2cccc3cccc(c23)S1(=O)=O)Nc1ccc(S(=O)(=O)N2CCOCC2)cc1
    -2.2%	-0.2%	-4.1%	1.0%	1.2%	40.2%	-21.7%	i
16	CCOC(=O)c1c(C)c(-c2ccccc2)n(CC(=O)N2CCCC2)c1C
    -18.5%	2.6%	-5.1%	3.1%	-4.6%	1.7%	?	-20.6%
17	Cc1nnc(NC(=O)c2cccc(F)c2)s1
    0.0%	-6.4%	-13.7%	5.5%	0.0%[15.6 µM]	8.9%	-14.7%	-8.9%[57.5 µM]
18	O=C(O)c1ccccc1CSc1ncn[nH]1
    -0.6%	-6.2%	1.7%	2.4%	0.4%	4.7%	-13.8%	-8.5%[57.5 µM]
19	COC(=O)[C@]1(Cc2ccccc2)N[C@H](CN(C)C(=O)Nc2ccc(C)cc2)[C@@H]2C(=O)N(C)C(=O)[C@@H]21
    -11.2%	-1.4%	6.2%	2.5%	4.7%	19.6%	15.5%	-24.8%
20	C[C@H](CO)N1C[C@H](C)[C@@H](CN(C)C(=O)Nc2ccccc2)Oc2ccc(NC(=O)Cn3cnnn3)cc2C1=O
    -3.5%	-1.9%	14.4%	2.7%	3.6%	-3.1%	6.4%	i
21	N/C(=N\OC(=O)c1cccc2ccccc12)c1ccncc1
    -23.5%	?	3.5%	-3.7%	6.4%	5.7%	20µM*	-2.0%
22	C=CCN(c1ccccc1OC)S(=O)(=O)c1cccc(C(=O)Nc2nnc(C3CC3)s2)c1
    1.2%	-0.1%	5.9%	1.7%	-5.2%	nt	-15.4%	-34.1%
23	CCOC(=O)N1CCN(C(=O)c2cc3cc(F)ccc3[nH]2)CC1
    2.4%	1.2%	-3.7%	11.1%	7.9%	32.1%	0.0%	-10.1%
24	CC(C)/C=C1\CCCCC1N(C)C(=O)NC(C)C (centres undefined)
    -21.3%	-6.0%	-18.3%	3.2%	-81.3%[15.6 µM]	-13.2%	1.1%	i
25	COc1ccc2oc(C(=O)OCC(=O)N3CCN(c4ccccc4)CC3)c(C)c2c1
    -1.8%	-3.8%	1.4%	-5.2%	4.1%	-5.2%	8.4%	-41.8%[inhibitor]
26	O=C(c1ccccc1F)N1N=C(C(F)(F)F)CC1(O)c1ccccc1 (centres undefined)
    -14.2%	11.4%	-4.8%	1.7%	6.7%	3.3%	24.3%	-33.7%[inhibitor]
27	CCOc1ccc(OCC)c(NC(=O)CCn2cccc2)c1
    0.0%	7.5%	-2.1%	5.7%	?	-5.2%	3.0%	i
28	CCOC(=O)c1ccc(NC(=O)CNC(=O)c2ccco2)cc1
    -0.1%	-3.1%	1.9%	-0.4%	4.9%	-0.5%	6.8%	i
29	O=C(COc1ccccc1Cl)N1CCCCCCC1
    0.6%	10.5%	6.6%	-5.6%	0.5%	4.5%	16.3%	-1.4%
30	CCC1Sc2ccc(S(=O)(=O)Nc3cc(OC)cc(OC)c3)cc2NC1=O (centres undefined)
    -16.8%	-9.6%	3.1%	-10.5%	2.2%	37.0%	7.8%	-23.0%
31	CCOC(=O)C1(Cc2ccccc2C(F)(F)F)CCN(C(C)CSC)CC1 (centres undefined)
    -9.7%	5.5%	-3.8%	2.1%	4.5%	-0.4%	3.3%	i
32	CC(=O)c1ccc(N2CCN(C(=O)CCNC(=O)Cn3ccc4ccccc4c3=O)CC2)cc1
    -4.6%	1.4%	2.0%	9.7%	7.0%	?	-5.7%	-5.1%
33	O=C(O)CCC(=O)N1N=C(c2c(-c3ccccc3)c3cc(Cl)ccc3[nH]c2=O)CC1c1cccs1 (centres undefined)
    -1.9%	2.8%	-18.9%	?	-6.7%	36.7%	-1.2%	-6.3%
34	Nc1ncnc2c1ncn2[C@@H]1O[C@H](CNC(=O)[C@@H]2C[C@H](F)CN2)[C@@H](O)[C@H]1O
    -3.5%	0.9%	-21.4%	-7.6%	-0.1%	-22.0%	7.5%	-1.5%
35	Nc1c(-c2ccc(Cl)cc2)cnn1C1CCS(=O)(=O)C1 (centres undefined)
    1.8%	-0.3%	8.3%	-10.8%	-83.1%[inhibitor][15.6 µM]	4.6%	-14.0%	-5.7%[57.5 µM]
36	Cc1cccc(OCCCn2c(=O)sc3ccccc32)c1
    -5.8%	-3.7%	17.2%	-17.4%	13.7%	26.5%	12.0%	-5.6%[57.5 µM]
37	COc1nc(NS(=O)(=O)c2ccc(C)cc2)nc(C)c1Cl
    5.4%	1.7%	-5.2%	5.6%	-1.8%	9.6%	22.6%	i
38	CCOC(=O)c1c(C)[nH]c(C(=O)CSc2nnc(Nc3ccccc3F)s2)c1C
    -2.1%	-4.6%	-0.8%	-0.7%	-15.1%	4.7%	8.7%	i
39	CN(C(=O)CC1C(=O)NCCN1Cc1cccc(C(F)(F)F)c1)C1CCOCC1 (centres undefined)
    6.9%	9.7%	-7.5%	4.1%	0.6%	13.4%	5.2%	i
40	C[C@@H](C(=O)Nc1ccc2ccccc2c1)[C@@H]1C[C@@]1(C)[C@@H](NC(=O)c1ccccc1)c1ccccc1
    13.0%	1.5%	-0.4%	-5.1%	5.4%	24.5%	?	-2.2%
41	COc1ccccc1N1CCN(C2CCCC(C)C2)CC1 (centres undefined)
    -2.0%	4.3%	6.6%	-3.8%	6.7%	0.1%	-23.1%	-18.7%[57.5 µM]
42	O=C(C(=O)N1CCN(c2cccc(Cl)c2)CC1)c1c[nH]c2ccccc12
    -15.4%	?	-2.9%	3.8%	4.4%	-9.4%	?	i
43	COc1ccc2c(c1OC)C(=O)OC2Nc1ccccn1 (centres undefined)
    11.2%	0.0%	-6.6%	-15.0%	4.8%	-6.7%	0.1%	i
44	CCOC(=O)CSc1ccccn1
    0.4%[57.1 µM]	-1.0%	4.0%	-0.1%	10.3%	-33.4%	-2.1%	i
45	Fc1cnc(N2CCOCC2)nc1N1CCOCC1
    -3.7%	-7.7%	4.8%	13.8%	13.5%	-11.5%	-18.5%	-0.2%
46	O=C(CNC(=O)c1ccc(Cl)cc1Cl)NCc1ccccn1
    10.5%	-2.1%	2.5%	-0.8%	2.6%	nt	23.0%	-0.5%
47	O=C(c1ccccc1F)N1CCN(S(=O)(=O)c2ccc3ccccc3c2)CC1
    -11.2%	1.7%	-1.9%	5.3%	12.1%	25.3%	35.5µM*	-22.6%
48	COc1ccc(Cl)cc1NC(=O)Nc1ccccc1SC
    -5.3%	4.6%	16.8%	1.9%	7.2%	-41.3%	24.2%	-23.4%
49	O=Cc1cc(Br)c(OC(=O)N2CCOCC2)c(Br)c1
    7.7%	10.7%	-6.7%	5.3%	-8.8%	-8.9%	-12.5%	-19.3%
50	CC(=O)N1CC=C2C(C#N)=C(N)C(C#N)(C#N)C(C)C2C1 (centres undefined)
    -2.9%	-1.3%	10.2%	-12.4%	14.0%	8.7%	4.1%	i
51	Oc1ccccc1-c1nc2ccccc2nc1-c1ccccc1
    -15.9%	9.1%	5.7%	-13.2%	22.0%	7.5%	?	-2.7%
52	Cc1ccsc1C(=O)NCc1ccc(Cl)cc1
    1.0%	7.2%	1.5%	0.9%	3.2%	-3.8%	26.5%	-24.5%

# From PubChem BioAssay
